Assay outcomes deposited in PubChem BioAssay by National Center for Advancing Translational Sciences (NCATS).
ALOX12 inh: blocks human arachidonate 12S-lipoxygenase | AID 1671190 | Potency, µM (series often up to 108 µM), without a hit: at the highest dose activity change, negative = inhibition, hits mostly inhibitors | actives 1.1% (n = 580,000) | P18054 | purified 12hLO, xylenol orange hydroperoxide absorbance; also: potency is read from the fitted curve at half-maximal effect; % is scaled to controls: 0 for no effect and ±100 for the full control effect
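Hydroperoxide product was detected by ferrous iron/xylenol orange as the 573 to 405 nm absorbance ratio. Arachidonic acid at 40 uM (final) was turned over for 30 min at room temperature by 150 nM human 12hLO, pH 7.0 Hepes buffer, after 15 min compound preincubation.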
Pol beta inh: blocks human DNA polymerase beta activity. P06746. Pol beta primer extension/strand displacement, fluorescence kinetic. Potency, µM (doses to about 114 µM), for inactives: at the highest dose activity change, negative = inhibition, actives largely listed as inhibitors. actives 1.3% (n = 340,000). AID 485314; also: potency is read from the fitted curve at half-maximal effect; % is scaled to controls: 0 for no effect and ±100 for the full control effect
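Reaction started by 50 nM substrate onto compound-treated Pol beta (10 nM, 15 min preincubation, room temperature); plates read at 0 min and 10 min. Normalized concentration-effect data fitted by four-parameter Hill equation.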
Anesthetic bind: binds horse apoferritin like a general anesthetic; P02791; apoferritin/1-aminoanthracene competitive binding, fluorescence; actives 0.074% (n = 350,000); Potency, µM (titrated, usually from 77.5 µM), inactives show at the top dose activity change, negative = displacement, usual class: inhibitors; AID 485281; also: potency is read from the fitted curve at half-maximal effect; % is scaled to controls: 0 for no effect and ±100 for the full control effect; nearly all actives have a fitted effect of over 20% in size
Target sequence (P02791 2-175 limits assumed): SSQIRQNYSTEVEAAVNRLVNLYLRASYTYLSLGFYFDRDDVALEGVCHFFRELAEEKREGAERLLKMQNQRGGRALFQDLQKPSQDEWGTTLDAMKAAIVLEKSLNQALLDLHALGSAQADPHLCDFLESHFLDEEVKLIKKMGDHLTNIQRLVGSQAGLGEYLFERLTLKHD
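Apoferritin-based anesthetic binding model; compound displacement of fluorescent 1-AMA measured as endpoint fluorescence after 10 minutes at room temperature, scaled to free-ligand and complex controls.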
RGS4 inhibitor: inhibitors of human regulator of G protein signaling 4 | P49798 | Transcreener GDP fluorescence polarization, RGS4-accelerated GTP hydrolysis | Potency, µM (top dose mostly 114 µM), inactives show at the highest dose activity change, negative = inhibition, actives largely listed as inhibitors | actives 0.039% (n = 390,000); also: potency is read from the fitted curve at half-maximal effect; % is scaled to controls: 0 for no effect and ±100 for the full control effect; nearly all actives have a fitted effect of over 75% in size; some results filed as inactive show a strong effect at the top dose
Target sequence (P49798 whole entry, looked up): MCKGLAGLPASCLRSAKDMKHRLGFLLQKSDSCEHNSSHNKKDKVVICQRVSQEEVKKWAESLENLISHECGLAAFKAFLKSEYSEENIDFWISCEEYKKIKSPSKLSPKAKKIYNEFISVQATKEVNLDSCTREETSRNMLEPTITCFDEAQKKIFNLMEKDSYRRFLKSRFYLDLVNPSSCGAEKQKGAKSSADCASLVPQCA
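MLSMR compounds (23 nl, pin-transferred) preincubated 10 min at room temperature with a 500nM (2x) first reagent, then RGS4 at 900nM (2x) plus Transcreener GDP mix added; fluorescence polarization (620/688 nm) read before and after 90 min at 30 °C.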
Pol kappa inh: inhibitors of human DNA polymerase kappa; purified Pol kappa, fluorescent DNA synthesis assay, 10 min; actives 0.53% (n = 400,000); Potency, µM (top dose mostly 107 µM), for the others: at the highest dose activity, negative = inhibition, usual class: inhibitors; Q9UBT6; also: potency is read from the fitted curve at half-maximal effect; % is scaled to controls: 0 for no effect and ±100 for the full control effect
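Inhibition of 10 nM Pol kappa is measured by a fluorescent read-out at 0 and 10 min following addition of 50 nM substrate (final), with a 15-min room-temperature compound preincubation.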
ERG Ets-DNA blk: blocks human ERG Ets domain binding to DNA. fluorescence polarization, His-ERG Ets domain / labelled DNA. Potency, µM (doses to about 76.9 µM), for inactives: top-dose FP activity, negative = inhibition, most hits filed as inhibitors. actives 0.028% (n = 370,000). P11308; active = well fitted inhibition curve with a large enough effect in the polarisation, with a control signal flat; inconclusive = small, poorly fitted or top-dose-only effect, or effect the other way, or a change in a side signal; inactive = no such curve, though single readings can be large or run the other way; the % refers to the polarisation;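 also: polarization taken with two DNA probes labelled with fluorescein and Texas red; potency is read from the fitted curve at half-maximal effect; % of control where 0% means no effect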
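His-tagged ERG Ets domain (1 uM in the protein solution; 300mM KCl, 50mM Tris-HCl, 1mM EDTA, 1mM DTT, pH 7.5) received compound, then a probe mix of 5 nM fluorescein-DNA and 100nM Texas-615-DNA. Fluorescence polarization was read for both dyes.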
POLH inh: DNA polymerase eta (human) inhibition; Potency, µM (doses to about 114 µM), for inactives: at the top dose activity change, negative = inhibition, hits mostly inhibitors; AID 588591; actives 1.2% (n = 390,000); recombinant Pol eta, fluorescent DNA replication assay; also: potency is read from the fitted curve at half-maximal effect; % is scaled to controls: 0 for no effect and ±100 for the full control effect
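Pol eta (10 nM) was preincubated with compounds for 15 min at room temperature, after which fluorescent replication substrate (50 nM final) was added to start the reaction. Fluorescence was read kinetically at 0 and 10 min.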
LDHA block: inhibitors of human lactate dehydrogenase A; actives 0.15% (n = 480,000); activity change, % (values are at about 110 or 230 µM); P00338; purified LDHA, NADH/diaphorase-resazurin fluorescence; active compounds read low; in the data active = activity change below about -30%; inconclusive = mostly about -25% to -30%;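 also: plate controls were DMSO wells for no effect and wells without enzyme for full effect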
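LDH5 2 nM; NADH 0.06 mM, pyruvate 0.2 mM; 200 mM Tris pH 7.4, EDTA, Tween-20; 5 min RT. Detection: diaphorase 0.133 mg/mL + resazurin 37 µM, fluorescence ex540/em590 at 0 and 20 min; normalized to enzyme-free and DMSO wells.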
APEX1 inh: blocks human APE1 abasic DNA cleavage; recombinant APE1, TAMRA/BHQ-2 abasic DNA cleavage fluorescence; P27695; actives 0.35% (n = 350,000); Potency, µM (series often up to 65.8 µM), inactives show at the highest dose activity change, negative = inhibition, usual class: inhibitors;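 also: potency is read from the fitted curve at half-maximal effect; plate controls were vehicle for no effect and reference inhibitor for full effect; nearly all actives have a fitted effect of over 55% in size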
Target sequence (P27695 whole entry, looked up): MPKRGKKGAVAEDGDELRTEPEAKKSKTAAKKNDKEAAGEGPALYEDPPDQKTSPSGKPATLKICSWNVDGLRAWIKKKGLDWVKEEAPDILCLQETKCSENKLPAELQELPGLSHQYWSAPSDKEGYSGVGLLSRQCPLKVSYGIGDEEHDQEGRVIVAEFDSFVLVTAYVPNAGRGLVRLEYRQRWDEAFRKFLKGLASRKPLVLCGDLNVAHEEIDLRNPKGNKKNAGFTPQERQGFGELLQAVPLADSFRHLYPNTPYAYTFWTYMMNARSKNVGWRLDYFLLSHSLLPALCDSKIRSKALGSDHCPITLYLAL
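Endonuclease cleavage of a quenched abasic-site DNA duplex (50 nM) by APE1 (0.75 nM) was tracked by TAMRA dequenching. Compounds were preincubated with enzyme 15 min at room temperature; data normalized to buffer-only and DMSO wells plus NSC13755 control.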
* marks the source's active call; other numbers are inactive results; ? = inconclusive; / = not tested or not shown; & = joins results of further samples; [ ] = dose if it differs, or a comment. Unless noted, calls follow the shape of the dose curve; as a rule, active = well fitted curve in the direction sought with a large enough effect; inconclusive = small, poorly fitted or top-dose-only effect, or another doubt; inactive = no such curve, though single readings can be large; an effect the other way counts as inactive or inconclusive.

SMILES	ALOX12 inh	Pol beta inh	Anesthetic bind	RGS4 inhibitor	Pol kappa inh	ERG Ets-DNA blk	POLH inh	LDHA block	APEX1 inh
Clc1ccccc1CN1CCc2nc(N3CCN(c4ncccn4)CC3)ncc2C1	?	11%	7%	-21%	-14%[60.1 µM]	0%	-7%	-3	/
O=C(c1cccc(Cl)c1)N1CCC(N2CCC(C(=O)N3CCOCC3)CC2)CC1	0%	3%	-1%	-6%	3%	-2%[15.4 µM]	-19%	-4	9%
Cc1nc(SCC(=O)NNC(=O)c2cccs2)[nH]c(=O)c1C	13%	2%	-2%	9%	-4%	5%	-7%	-4	8%
Cc1ccc(SC(C)C(=O)NC(N)=O)c(C)c1 (centres undefined)	-60%	-29%	?	25%	1%	141%[activator]	-12%	-6	0%
O=[N+]([O-])c1ccc(C2OCCO2)cc1CS(=O)(=O)c1ccccc1	0%	-20%	-10%	10%	-3%	-13%	0%	-8	-1%
O=C(Nc1ccccc1)C1CCN(c2nccs2)CC1	-25%	15%	-13%	-7%	-8%	-3%	-13%	-1	-4%
C=CCNC(=S)Nc1ccc2nsnc2c1	0%	17%	4%	6%	-22%	-2%	1%	20	-3%
COc1ccc(CN2CCC(C(=O)N(C)CCc3ccc(OC)c(OC)c3)CC2)c(OC)c1	?	-1%	-8%	-5%	-14%	-21%	2%	-8	-2%
CCCCCCCCCCn1cc(C(C)=O)c(=O)[nH]c1=O	0%	-2%	-12%	16%	-3%	11%	8%	-5	1%
CNc1c([N+](=O)[O-])cnn1-c1ccccc1Cl	0%	1%	-20%	1%	-4%	-5%	1%	-3	-4%
Cc1cc(OCC(=O)NCCc2c[nH]c3ccccc23)c2c(C)cc(=O)oc2c1	22%	4%	-10%	23%	2%	-3%	-6%	-3	15%
O=C(Nc1ccncc1)c1ccc(Cl)c(S(=O)(=O)N2CCCC2)c1	24%	/	/	2%	8%	-7%	8%	-13	-6%
Cc1ccc(NC(=O)/C=C/c2ccccc2)c(Br)c1	-21%	2%	-4%	-27%	-5%	10%	6%	-7	/
CC(=O)c1c(C)[nH]c(C(=O)COC(=O)C2CC2)c1C	0%	16%	-6%	11%	-7%	-6%	-2%	-3	?
CCN(CC)CCOC(=O)c1cc(Cl)c(N)cc1OC	12%&-1%	-4%[57.1 µM]	/	-4%[56.9 µM]	0%[60.1 µM]	-8%	-4%	-11	10%&0%&-2%&11%
CN(CC(=O)Nc1ccc(Cl)c(C(F)(F)F)c1)CC(=O)NC1CCCCC1	/	/	/	24%	-16%	-4%	-14%	2	17%
O=C(CSc1nnc(-c2ccc(F)cc2)o1)Nc1ccc(S(=O)(=O)N2CCCCCC2)cc1	17%	6%	5%	1%	-2%	/	11%	-9	1%
CCc1ccc(NS(=O)(=O)c2c(C(=O)N3CCOCC3)c(C)n(C)c2C)cc1	-3%	42%	-3%	17%[11.4 µM]	-1%	-4%	-2%	-6	0%
CCOC(=O)c1nn(-c2ccccc2)cc1O	0%	13%	3%	3%	-9%	-7%	-24%	-7	1%
N#CC1=C(SCC(N)=O)NC(=O)CC1c1cccc2ccccc12 (centres undefined)	-2%	/	/	-14%	-7%	6%	-12%	6	/
CC(C)(C)c1ccc(-c2n[nH]c(=S)n2/N=C/c2ccncc2)cc1	?	3%	6%	?	-2%	1%	?	-2	1%
COc1ccc(-c2cn3nc(N4CCC(C(=O)NCc5ccc(F)cc5)CC4)sc3n2)cc1	-12%	1%	-11%	1%	-5%	-3%	-8%	-5	/
Cc1cc(C)c(NC(=O)c2cccc(NC(=O)c3ccco3)c2)c(C)c1	0%	36%	-1%	-24%	8%	16%	0%	2	-3%
Cc1cc(=O)oc2cc(NC(=O)CN3C(=O)NC(C)(c4ccccc4)C3=O)ccc12 (centres undefined)	-7%	/	/	3%	-14%	2%	-18%	-2	-26%
CCN(Cc1ccccc1)C(c1ccc(C)cc1)c1nnnn1C(C)(C)CC (centres undefined)	7%	27%	31%[activator]	-6%	0%	-10%	-2%	-3	2%

Entries from the list above that contain four or more nitrogen atoms, in the order listed:
SMILES	ALOX12 inh	Pol beta inh	Anesthetic bind	RGS4 inhibitor	Pol kappa inh	ERG Ets-DNA blk	POLH inh	LDHA block	APEX1 inh
Clc1ccccc1CN1CCc2nc(N3CCN(c4ncccn4)CC3)ncc2C1	?	11%	7%	-21%	-14%[60.1 µM]	0%	-7%	-3	/
Cc1nc(SCC(=O)NNC(=O)c2cccs2)[nH]c(=O)c1C	13%	2%	-2%	9%	-4%	5%	-7%	-4	8%
C=CCNC(=S)Nc1ccc2nsnc2c1	0%	17%	4%	6%	-22%	-2%	1%	20	-3%
CNc1c([N+](=O)[O-])cnn1-c1ccccc1Cl	0%	1%	-20%	1%	-4%	-5%	1%	-3	-4%
O=C(CSc1nnc(-c2ccc(F)cc2)o1)Nc1ccc(S(=O)(=O)N2CCCCCC2)cc1	17%	6%	5%	1%	-2%	/	11%	-9	1%
CC(C)(C)c1ccc(-c2n[nH]c(=S)n2/N=C/c2ccncc2)cc1	?	3%	6%	?	-2%	1%	?	-2	1%
COc1ccc(-c2cn3nc(N4CCC(C(=O)NCc5ccc(F)cc5)CC4)sc3n2)cc1	-12%	1%	-11%	1%	-5%	-3%	-8%	-5	/
CCN(Cc1ccccc1)C(c1ccc(C)cc1)c1nnnn1C(C)(C)CC (centres undefined)	7%	27%	31%[activator]	-6%	0%	-10%	-2%	-3	2%

Carrying on.
SMILES	ALOX12 inh	Pol beta inh	Anesthetic bind	RGS4 inhibitor	Pol kappa inh	ERG Ets-DNA blk	POLH inh	LDHA block	APEX1 inh
CS(=O)(=O)NNC(=O)c1cc2cc3ccccc3nc2s1	-1%	1%	1%	-4%	2%	15%	-12%	10	0%
CC(=O)N1c2ccc(S(=O)(=O)N(C)CC(=O)N(C)Cc3ccccc3)cc2CC1C (centres undefined)	-1%	-25%	-6%	8%	-15%	6%	-8%	-1	-12%
O=C(Cn1cc(C(F)(F)F)cc(Cl)c1=O)NC1CCS(=O)(=O)C1 (centres undefined)	190%[activator]	/	/	2%	-6%	5%	-5%	-9	16%
COc1ccc(-c2cc(-c3nnc(COC(=O)CC4CCCC4)o3)c3ccccc3n2)cc1OC	-7%	-1%	-10%	30%	-14%	0%	2%	1	-1%
Cc1ccc(S(=O)(=O)NCC(=O)NCC2COc3ccccc3O2)cc1C (centres undefined)	1%	/	/	7%	6%	1%	-11%	-1	25%
CCN(CC)c1cccc(OC2=NS(=O)(=O)c3ccccc32)c1	?	-14%	?	-28%	-5%	?	-6%	28	15%
Cc1cccc(-c2nc(CS(=O)CC(=O)N3CCCCC3)c(C)o2)c1 (centres undefined)	23%	4%	-10%	-30%	8%	-6%	0%	4	-1%
O=C(NCc1cccs1)C1CC(c2ccc(F)cc2)=NO1 (centres undefined)	-6%	-18%	-3%	-8%	-6%	-8%	-19%	-10	4%
Cc1ccc(CCNC(=O)CCS(=O)(=O)c2ccc3nc(C)sc3c2)cc1	-55%	-1%	-5%	-34%	16%	-2%	-6%	1	34%
CCOc1ccc2nc(NC(=O)c3cnccn3)sc2c1	5%	1%	-4%	12%	-5%	4%	9%	-6	-2%
O=C(NNC(=O)c1ccc2[nH]c(=O)c(=O)[nH]c2c1)c1cccc(Br)c1	-5%	?	-12%	28%	-20%	3%	-6%	-1	-11%
C/C(=N\NS(=O)(=O)c1ccc(Cl)cc1)c1ccc(O)cc1	?	17%	-18%	-6%	-6%[60.1 µM]	/	-9%	-1	-1%
COc1ccc(CCNC(=O)c2ccc(NS(=O)(=O)c3ccc4[nH]c(=O)[nH]c4c3)cc2)cc1	-25%	/	/	14%	-3%	16%	-20%	0	-17%
Cc1ccc(OCCSCc2nnc(NC(=O)Nc3cccc(Cl)c3)s2)cc1	13%	2%	-12%	-3%	1%	-1%	-14%	-3	3%
CC1CCN(C(=O)COC(=O)c2cc(Cl)cc(Cl)c2N)CC1	-11%	3%	9%	-4%	-8%	-5%	-18%	1	-1%
O/N=C1/CCc2cccc3cccc1c23	-4%	-2%	-14%	2%	-9%	-7%	-1%	1	-4%
O=C1c2ccccc2S(=O)(=O)c2cc(C(=O)N3CCN(c4ncccn4)CC3)ccc21	1%	/	/	-5%	-4%	-15%	-1%	-10	/
COC(=O)c1cc(S(=O)(=O)C(C)C)c(S(C)=O)s1 (centres undefined)	-4%	-3%	1%	-13%	-4%	9%	-5%	-1	0%
CCc1nc(SCC(=O)Nc2ccccc2OC)c2c(C)c(C)sc2n1	?	0%	63%[activator]	23%	-8%	0%	-13%	-2	-6%
CC(=O)c1cc(-c2ccccc2)n(CCC(=O)NCc2ccc(C)cc2)c1C	-10%	-3%	-14%	3%	-4%[60.1 µM]	-9%	-17%	-4	/
CC(C)Sc1ccc(C(=O)Nc2ccc(F)cc2F)cn1	10%	-1%	-3%	?	-16%	3%	-3%	-10	-3%
COCC(C)NC(=O)c1oc2c(c1C)C1(CCC2)SCCS1 (centres undefined)	-18%	-1%	-14%	-25%	-6%	7%	-14%	9	1%

This is a subset; count on the stated rates, not on these rows.
